# Screens (PubChem)
# IMP-1 inhibitor – IMP-1 metallo-beta-lactamase inhibitors, primary screen, biochemical, epi-absorbance readout, Pseudomonas aeruginosa enzyme | inhibition, % at 5.6 µM | purified IMP-1, nitrocefin hydrolysis, epi-absorbance fluorescence | metallo-beta-lactamase IMP-1 (Pseudomonas aeruginosa) | 290,000 compounds, 0.45% hits;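 active means inhibition above the mean plus 3 SD of all compounds in the same screening run, cut at about 4.5% in these data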;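 further: 0% = IMP-1 with DMSO and 100% = DMSO wells lacking enzyme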
#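 System: purified recombinant IMP-1 beta-lactamase. Medium: Zinc- and detergent-supplemented HEPES buffer, pH 7.1. Compound: one 5.6 µM dose […]. Schedule: 15 min preincubation plus 25 min reaction at 25 °C. Technique: Epi-absorbance fluorescence, 480 nm excitation, 530 nm emission.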
# IDE inh – human IDE inhibitors in live cells, primary screen, fluorescence polarization, HEK cells, FAbetaB substrate; Insulin-degrading enzyme (Homo sapiens), P14735; FAbetaB cleavage; inhibition, % at 5.59 µM; 320,000 compounds, 0.41% hits; AID 434962, 2010;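 active means percent inhibition above the average of all tested compounds plus 3 SD, set per screening campaign, cut at about 16% in these data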;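 further: IDE supplied by intact live HEK cells; FP after avidin binding of uncleaved biotin substrate so inhibition keeps polarization high; 0% = DMSO wells and 100% = 60 µM reference IDE inhibitor Ii1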
# VIM-2 inhibitor – VIM-2 metallo-beta-lactamase inhibitors, primary screen, biochemical, epi-absorbance readout, Pseudomonas aeruginosa enzyme; purified VIM-2, nitrocefin hydrolysis, epi-absorbance fluorescence; inhibition, % at 5.6 µM; 290,000 compounds, 0.89% hits; AID 1527, 2009;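 active means inhibition above the mean of all tested compounds plus 3 SD, cutoff set per screening run, cut at about 7.5% in these data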;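 further: red hydrolysis product quenches plate fluorescence so inhibitors raise well fluorescence; 0% = enzyme with DMSO and 100% = DMSO without enzyme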
# DNA FID counter – compounds displacing fluorescent DNA intercalator, primary screen, artefact control for HCV NS3 helicase inhibitor project, biochemical, FID fluorescence. DNA fluorescent intercalator displacement. inhibition, % at 7.9 µM. 290,000 compounds, 0.17% hits; in the data active means inhibition above about 37%;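 further: 0% = vehicle and 100% = reference compound; higher means more ethidium bromide displaced from hairpin DNA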
# IDE act – human IDE activators in live cells, primary screen, fluorescence polarization, HEK cells, FAbeta-B substrate; activation, % at 5.96 µM; AID 493087, 2011; FAbeta-B cleavage; 0% vehicle, 100% cell-free pure enzyme wells; Insulin-degrading enzyme (Homo sapiens), P14735; 340,000 compounds, 0.073% hits;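 active means activation above the mean of all tested compounds plus 3 SD, set per screening campaign, cut at about 17% in these data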
# UBC9 SUMO inh – inhibitors of in vitro SUMOylation cascade, primary screen, biochemical, HTRF, uHTS. SUMO-conjugating enzyme UBC9 (Homo sapiens), P63279. HTRF SUMOylation assay, SAE1/SAE2 + UBC9. inhibition, % at 35 µM. 290,000 compounds, 0.36% hits. AID 2006, 2009; in the data active means inhibition above about 50%, passing the limit was not always enough; further: strong numbers were not always called active
# Target sequence (P63279 whole entry, looked up): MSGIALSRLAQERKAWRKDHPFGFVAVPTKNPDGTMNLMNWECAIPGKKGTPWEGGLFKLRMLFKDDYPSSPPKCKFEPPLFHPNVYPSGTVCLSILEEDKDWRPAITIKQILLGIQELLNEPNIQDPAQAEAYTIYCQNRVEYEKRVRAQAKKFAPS
# PfM18AAP inh – PfM18AAP inhibitors, malaria aminopeptidase, primary screen, biochemical, QFRET, recombinant enzyme; M18 aspartyl aminopeptidase (Plasmodium falciparum 3D7); H-Glu-NHMec fluorogenic cleavage; inhibition, % at 7.35 µM; 290,000 compounds, 1.2% hits; AID 1822, 2009;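 active means inhibition above the campaign mean inhibition over all tested compounds plus 3 SD, cut at about 28% in these data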;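 further: 0% = plate median of test compound wells and 100% = 2 mM ZnCl2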
# HCV NS3 hel inh – inhibitors of HCV NS3 helicase, primary screen, biochemical, Cy5 molecular beacon fluorescence. NS3 helicase DNA unwinding. inhibition, % at 10.9 µM. 290,000 compounds, 0.56% hits;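 active means inhibition above the mean of all tested compounds plus 3 SD, set per campaign, cut at about 35% in these data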;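 further: 0% = DMSO wells and 100% = thioflavine S control wells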
#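 System: Hepatitis C virus NS3 helicase domain fragment enzyme | Reagent: Annealed dual-labelled DNA beacon duplex, ATP-started | Compound dosing: 10.9 µM single point, 0.8% DMSO | Incubation: 1 h reaction at 25 °C, ATP-initiated | Technique: Cy5 fluorescence | Evaluation: Percent inhibition from t60/t0 fluorescence ratio | Benchmarks: Low DMSO, high thioflavine S at 110 µM | Replication: Singlicate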
# pCIP destab – p/CIP-EGFP fusion destabilizers, primary screen, fluorescence, F442A cells; decrease of EGFP signal, % at 10 µM; 16 h; 290,000 compounds, 0.01% hits; Q05BA5;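 active means EGFP signal decrease of at least 30% at 10 µM or well 3 SD below plate mean, unless failing retest; inactive means the rest, including hits failing retest or dose response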; further: some compounds called inactive have numbers as strong as hits; many of its hits are not listed in these tables
# The depositor's hits bear a star; . = not tested or not shown. Not a hit list; 3.6% or so of the library scored in one or more.
SMILES,IMP-1 inhibitor,IDE inh,VIM-2 inhibitor,DNA FID counter,IDE act,UBC9 SUMO inh,PfM18AAP inh,HCV NS3 hel inh,pCIP destab
CC12CN(C(=O)c3cccc([N+](=O)[O-])c3)C3(C#N)CC1CCC23C (configuration not stated),-0.9,.,-1.3,-5,-2,1,0,2,14
Cc1ccc(NCc2nnc3n2CCCCC3)cc1,-0.8,-1,-1.1,-1,1,16,-1,8,-2
O=C(COc1ccc(S(=O)(=O)NCc2ccccc2)cc1)NCC1CCCO1 (configuration not stated),-5.3,-2,-3.4,-7,5,17,-3,7,-28
Cc1cc(C(=O)COc2cccnc2[N+](=O)[O-])c(C)n1Cc1ccco1,-1.5,4,0.2,-11,3,30,14,14,25
CCOc1ccc2ccccc2c1/C=N/NC(=O)CNC(=O)c1ccccc1O,-2.7,1,-2.0,-20,3,-10,2,-22,9
O=C(Nc1ccc(N2CCN(C(=O)c3ccccc3)CC2)cc1)c1cccnc1,-2.4,-2,-0.8,-29,4,3,-3,-12,5
COC(CNC(=O)C1CCCCC1C(=O)O)OC (configuration not stated),-0.8,5,-3.7,2,-2,11,-4,-12,-7
Cc1oc(-c2ccccc2)cc1C(=O)Nc1cccc2ccccc12,-1.4,3,-1.7,-9,-1,0,4,-12,-8
Cc1ccc(S(=O)(=O)CCC(=O)OCc2ccc(S(=O)(=O)C(C)C)cc2)cc1,0.2,3,-0.5,-24,4,12,-11,-7,-3
Fc1ccc(-c2csc3[n+]2CCS3)cc1,0.0,9,2.4,5,-1,-29,-9,-4,4
Cn1c(=O)[nH]c(=O)c2c1nc1n2CC(COc2ccc3ccccc3c2)O1 (configuration not stated),-2.5,3,-2.3,-2,3,11,-2,4,-3
COc1ccc(-c2cc(C3CCN(c4ccc(C(C)=O)cc4[N+](=O)[O-])CC3)[nH]n2)cc1,-1.5,4,-0.1,-3,2,-13,-12,-5,-17

# 6 compounds from above, sorted by the number in pCIP destab, rising:
SMILES,IMP-1 inhibitor,IDE inh,VIM-2 inhibitor,IDE act,UBC9 SUMO inh,PfM18AAP inh,HCV NS3 hel inh,pCIP destab
O=C(COc1ccc(S(=O)(=O)NCc2ccccc2)cc1)NCC1CCCO1 (configuration not stated),-5.3,-2,-3.4,5,17,-3,7,-28
COc1ccc(-c2cc(C3CCN(c4ccc(C(C)=O)cc4[N+](=O)[O-])CC3)[nH]n2)cc1,-1.5,4,-0.1,2,-13,-12,-5,-17
Cn1c(=O)[nH]c(=O)c2c1nc1n2CC(COc2ccc3ccccc3c2)O1 (configuration not stated),-2.5,3,-2.3,3,11,-2,4,-3
Fc1ccc(-c2csc3[n+]2CCS3)cc1,0.0,9,2.4,-1,-29,-9,-4,4
O=C(Nc1ccc(N2CCN(C(=O)c3ccccc3)CC2)cc1)c1cccnc1,-2.4,-2,-0.8,4,3,-3,-12,5
Cc1cc(C(=O)COc2cccnc2[N+](=O)[O-])c(C)n1Cc1ccco1,-1.5,4,0.2,3,30,14,14,25

# Other structures follow.
SMILES,IMP-1 inhibitor,IDE inh,VIM-2 inhibitor,DNA FID counter,IDE act,UBC9 SUMO inh,PfM18AAP inh,HCV NS3 hel inh,pCIP destab
c1ccc(CN2CCN(c3ncnc4c3[nH]c3ccccc34)CC2)cc1,-0.2,33*,2.6,5,-2,-6,-1,-13,-10
O=C(NC1CCN(C(=S)Nc2ccc(F)cc2)CC1)c1ccco1,0.3,-2,2.1,-8,2,-10,-5,6,-28
Nc1nc(-c2ccc(Br)cc2)cc(C(F)(F)F)n1,-2.6,5,-2.1,0,6,17,-10,-3,-6
Cc1cc(C)cc(N(CCC#N)C(=O)COC(=O)c2ccccc2SCC(=O)N2CCCC2)c1,-1.7,.,-0.4,-66,7,-3,5,8,-16
O=c1c(-c2ccco2)[n+]([O-])c2ccccc2n1OCc1c(F)cccc1F,0.8,1,1.8,-12,4,36,14,15,6
O=C(CCN1C(=O)[C@H]2CC=CC[C@H]2C1=O)NCc1nc(-c2ccccc2)no1,0.2,-1,0.2,-34,2,5,-8,-6,-3
CCOC(=O)c1sc(NC(=O)CN2CCCC2)c(C(=O)OCC)c1C,-3.7,-2,-4.0,-1,2,-8,2,3,18
CSc1cccc(NC(=O)C2C3C=CC4(O3)C2C(=O)N(CCCN2CCOCC2)C4C(=O)NC2CCCCC2)c1 (configuration not stated),-4.1,2,-1.3,-2,3,0,-1,0,-11
O=C(Cc1ccccc1F)Nc1nc(-c2cccs2)cs1,-1.6,7,-2.6,-5,-4,-10,3,-11,0
O=C(Nc1nccs1)c1ccc(-c2ccc([N+](=O)[O-])cc2)o1,-2.6,-2,-2.3,-2,3,46,0,11,-10
O=C(NCc1ccccc1)Nc1cccn(Cc2ccc(Cl)cc2)c1=O,-2.0,0,-1.4,-21,7,87,-12,8,-13
C/C(=N\NC(=S)Nc1c(C)cccc1C)c1ccc(O)cc1,-1.5,-4,-2.0,-10,-3,25,2,3,1
CC1C=CC(C)C(C(=O)O)C1C(=O)O (configuration not stated),23*,3,-1.7,-7,2,14,-2,22,-7
CCn1nnc2c(=O)oc3ccccc3c21,-3.3,4,4.5,-1,5,0,-17,-10,0
CN(C)N1C(N)=C(C#N)C(c2cccnc2)C2=C1CCCC2=O (configuration not stated),-1.4,4,0.7,-1,-10,30,8,6,-12
Cc1ccc2nc(-c3ccc(NC(=O)Cc4cccs4)cc3)[nH]c2c1,1.0,13,-1.0,6,0,4,4,-9,-11
O=C(Nc1cccc(-c2cc3ccccc3oc2=O)c1)c1ccc(Br)o1,-3.9,5,-3.8,-3,2,3,-3,14,-5
COc1cc(C(=O)CSc2nnc(-c3ccc(O)cc3)n2CC2CCCO2)ccc1NC(C)=O (configuration not stated),-3.7,6,-1.4,-21,-5,5,4,5,-3
Cc1nnc(C)n1/N=C/c1ccc(C(=O)O)cc1,-2.5,3,-3.2,6,3,26,-2,-3,-4
COc1ccc(-c2cc(C3CC3)nc(SCC(=O)c3cccs3)c2C#N)cc1,-3.9,2,-0.5,1,-2,-53,-13,6,-7
CC1Oc2ccccc2C=C1/C=N/NC(=O)[C@@H](C)NC(=O)OC(C)(C)C (some centres not stated),-1.7,-2,-2.7,-22,-1,24,3,-2,-14
C[C@H]1CN=C(Nc2ccccc2)N1CCC1CCCC1,-5.7,-5,-0.7,-6,-2,9,2,3,-6
O=C(NCc1ccc(F)cc1Cl)C1CC(=O)N(C2CCCCCCC2)C1 (configuration not stated),-1.6,-5,-1.6,-38,5,.,1,3,0
CC1CCCN(CCOc2cccc(Oc3ccccc3)c2)C1 (configuration not stated),-1.0,1,-0.6,16,5,-26,4,-41,6
O=C(c1cc([N+](=O)[O-])ccc1N1CCCC1)N1CCCC1,-4.3,4,-2.6,1,3,5,6,13,3
O=C(C1=C(O)C(=O)N(Cc2ccco2)C1c1cccc([N+](=O)[O-])c1)c1ccco1 (configuration not stated),-1.0,-7,-0.1,-23,4,6,-1,30,4
COc1ccc(CN(Cc2ccccn2)C(=O)CN2C(=O)C(C)Oc3ccccc32)cc1 (configuration not stated),-2.5,-2,0.5,-26,-2,9,1,-8,-9
Cc1c(Cl)cccc1NC(=O)CSc1nc2c(c(=O)[nH]1)CCCC2,-0.7,4,0.4,1,.,-10,1,3,-6
COc1ccc(S(=O)(=O)N2CCC(=O)N2)cc1,0.1,-1,4.3,7,4,30,4,-6,12
CC(C)CN1CCN(Cc2c[nH]c3ccccc23)CC1CCO (configuration not stated),-3.3,7,-4.0,1,10,5,-8,-8,7
N=c1c2c(-c3ccccc3)c(-c3ccccc3)oc2ncn1CCN1CCOCC1,-2.9,8,-1.2,-7,-3,24,3,-4,3
COc1ccc(NC(=O)CSc2ncnc3sc(C)cc23)cc1,-0.6,8,0.4,-26,-4,8,-13,-13,-17
COc1ccc(S(=O)(=O)N2CCCCCC2)cc1N(C)S(=O)(=O)c1ccc(Cl)cc1,0.7,4,-1.5,-5,3,-1,-10,-1,-16
Cc1ccc2occ(/C=C/C(=O)O)c(=O)c2c1,-0.4,-2,-2.5,0,2,27,-12,1,3
O=C(CSCc1cccc(CSCC(=O)Nc2ccc3ccccc3c2)n1)Nc1ccc2ccccc2c1,-6.2,7,-5.5,-3,-2,-24,7,-2,2
Cc1ncoc1C(=O)NCc1ccccc1Cl,-1.5,5,-1.2,3,9,-5,3,-6,2

# Reprinted at random: 4 compounds from above.
SMILES,IMP-1 inhibitor,IDE inh,VIM-2 inhibitor,DNA FID counter,IDE act,UBC9 SUMO inh,PfM18AAP inh,HCV NS3 hel inh,pCIP destab
COc1ccc(S(=O)(=O)N2CCCCCC2)cc1N(C)S(=O)(=O)c1ccc(Cl)cc1,0.7,4,-1.5,-5,3,-1,-10,-1,-16
COc1ccc(CN(Cc2ccccn2)C(=O)CN2C(=O)C(C)Oc3ccccc32)cc1 (configuration not stated),-2.5,-2,0.5,-26,-2,9,1,-8,-9
Cc1c(Cl)cccc1NC(=O)CSc1nc2c(c(=O)[nH]1)CCCC2,-0.7,4,0.4,1,.,-10,1,3,-6
O=C(C1=C(O)C(=O)N(Cc2ccco2)C1c1cccc([N+](=O)[O-])c1)c1ccco1 (configuration not stated),-1.0,-7,-0.1,-23,4,6,-1,30,4

# (next part)
SMILES,IMP-1 inhibitor,IDE inh,VIM-2 inhibitor,DNA FID counter,IDE act,UBC9 SUMO inh,PfM18AAP inh,HCV NS3 hel inh,pCIP destab
COc1cccc(CC2(CO)CCCN(Cc3ccc4c(c3)OCCO4)C2)c1 (configuration not stated),-3.6,0,-2.7,9,-1,-7,-8,-3,4
O=C(N/N=C/C(Cl)=C\c1ccccc1)c1cccs1,-1.8,0,-3.2,-7,1,10,-8,-11,-4
CC(C)(C)NC(=O)COc1ccc(CNc2ccc3[nH]c(=O)[nH]c3c2)cc1,-1.1,3,-2.8,-4,3,43,-29,5,-8
COc1ccccc1NC(=O)CC1S/C(=N/N=C(\C)C2CCCCC2)NC1=O (configuration not stated),-2.3,-3,-4.1,-53,4,-4,-12,-13,-19
Cc1nn(C)c(Cl)c1CN1CCCC(C(=O)Nc2cccc(-n3cccn3)c2)C1 (configuration not stated),-1.4,-1,-1.0,6,4,10,0,-1,-7
Cc1ccccc1SCC(=O)Nc1ccc(N2CCOCC2)cc1,-0.6,1,-3.2,-23,4,-2,1,14,4
COc1cccc(-c2noc(Cn3nc(C)c([N+](=O)[O-])c3C)n2)c1,-1.9,1,-3.8,-2,0,13,13,-8,-7
